# NTMT1 inh: inhibitors of human N-terminal methyltransferase NTMT1; 59,000 tested, 2.5% active; NTMT1 MTase-Glo SAH luminescence, purified enzyme; Potency, µM (highest dose often 114 µM), for inactives: at the top dose activity change, negative = inhibition, actives largely listed as inhibitors;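 further: potency means the concentration at half of the fitted maximal effect; plate controls were DMSO vehicle for no effect and no enzyme for full effect; nearly all actives have a fitted effect of over 65% in size; many of its hits are not listed in these tables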
# p53null 39C kill: selectivity test: cytotoxicity in p53 null cells, nonpermissive temperature; H1299 p53-null (neo) cells, 39C, ATPlite viability, 24 h; Potency, µM (top dose mostly 46.1 µM), inactives show top-dose activity, negative = cell killing, hits mostly cytotoxic; 55,000 tested, 0.97% active; AID 904;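 further: potency means the concentration at half of the fitted maximal effect; 0% = DMSO only and -100% = full killing by 100 µM tamoxifen; nearly all actives have a fitted effect of over 50% in size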
#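 H1299 lung cancer cells, p53-null (H1299-neo) or expressing p53 A138V (H1299-p53A138V), were plated overnight at 37C, then exposed to compounds at up to 46 uM for 24 hr at 39C. Viability was read by ATP-based luminescence.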
# GALK inh: inhibitors of human galactokinase (GALK). P51570. recombinant GALK, Kinase-Glo ATP luminescence, 1 h. Potency, µM (doses to about 57.5 µM), without a hit: top-dose activity, negative = inhibition, usual class: inhibitors. 44,000 tested, under 10 active. AID 1347072;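 further: plate controls were full GALK reaction for no effect and reaction lacking GALK for full effect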
# Target sequence (P51570 whole entry, looked up): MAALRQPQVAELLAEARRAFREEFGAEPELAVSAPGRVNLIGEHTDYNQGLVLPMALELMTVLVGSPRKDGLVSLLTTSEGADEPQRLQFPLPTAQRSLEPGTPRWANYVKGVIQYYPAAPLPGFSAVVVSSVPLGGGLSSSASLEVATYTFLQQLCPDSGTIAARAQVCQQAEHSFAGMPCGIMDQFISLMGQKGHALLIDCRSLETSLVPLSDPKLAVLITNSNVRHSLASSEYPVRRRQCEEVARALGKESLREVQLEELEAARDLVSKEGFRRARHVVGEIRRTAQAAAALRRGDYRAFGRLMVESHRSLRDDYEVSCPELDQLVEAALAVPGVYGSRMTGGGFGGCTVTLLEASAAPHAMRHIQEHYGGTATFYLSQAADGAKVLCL
#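 Luminescent ATP-depletion readout (Kinase-Glo Plus) after 1 h room-temperature incubation of human GALK (5 nM) with galactose 100 µM and ATP 35 µM, pH 8.0 HEPES/Mg2+ buffer; compounds tested in qHTS format.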
# B2AR arrestin ag: ADRB2 beta-arrestin recruitment; 44,000 tested, under 10 active; Potency, µM (doses to about 46.1 µM), for the others: top-dose activation, most hits filed as activators; AID 1347077; HTLA Tango cells, beta-arrestin recruitment, luciferase luminescence, 18 h;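 further: potency means the concentration at half of the fitted maximal effect; 0% = DMSO and full agonism = EC100 isoproterenol or metaproterenol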
#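 Ligand-induced beta-arrestin recruitment to recombinant beta2-AR is measured via a tTA-driven luciferase reporter in Tango cells after 18 hr compound exposure at 37 degrees C. Concentrations span up to 46 microM.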
# FH mod: Identification of activators of human fumarate hydratase by quantitative high-throughput screening; Fumarate hydratase, mitochondrial (Homo sapiens), P07954; FH coupled MDH/diaphorase resazurin fluorescence, 15 min; Potency, µM (series often up to 79.9 µM), for the others: top-dose activity change, negative = inhibition, hits mostly inhibitors; 54,000 tested, 0.22% active; further: potency means the concentration at half of the fitted maximal effect; on the % scale 0 is the no-effect control and ±100 the full control effect; the screen sought activators but most active calls are inhibition curves; nearly all actives have a fitted effect of over 45% in size
# Target sequence (P07954 whole entry, looked up): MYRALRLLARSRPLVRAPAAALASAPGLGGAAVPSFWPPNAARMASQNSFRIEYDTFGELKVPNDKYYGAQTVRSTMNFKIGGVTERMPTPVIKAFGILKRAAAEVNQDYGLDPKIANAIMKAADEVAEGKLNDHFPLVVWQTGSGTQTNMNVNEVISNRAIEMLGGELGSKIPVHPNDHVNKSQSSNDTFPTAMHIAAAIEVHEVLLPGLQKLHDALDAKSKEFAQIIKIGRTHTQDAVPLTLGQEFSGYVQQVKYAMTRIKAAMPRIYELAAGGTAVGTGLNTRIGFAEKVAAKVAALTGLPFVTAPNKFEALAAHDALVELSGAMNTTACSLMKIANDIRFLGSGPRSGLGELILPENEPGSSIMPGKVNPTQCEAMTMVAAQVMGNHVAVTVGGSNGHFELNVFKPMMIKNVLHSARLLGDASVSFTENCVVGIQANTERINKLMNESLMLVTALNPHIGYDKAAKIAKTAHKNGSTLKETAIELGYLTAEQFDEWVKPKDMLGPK
# TSG101-PTAP inh: inhibitors of HIV-1 PTAP binding to human TSG101, validation; Q99816; Fluorescence polarization, FITC-PTAP peptide/Tsg101, 20 min; Potency, µM (series often up to 115 µM), inactives show top-dose activity change, negative = inhibition, most hits filed as inhibitors; 44,000 tested, under 10 active; further: potency means the concentration at half of the fitted maximal effect; 0% is about no effect
#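 Steps: Tsg101 binding domain (10 uM final) in HEPES pH 7.5/NaCl/Tween 20/EDTA/TCEP; add compound; add FITC-PTAP peptide (50 nM final); incubate 20 min r.t.; read polarization.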
# p53null 32C kill: selectivity test: cytotoxicity in p53 null cells, permissive temperature; H1299-neo p53 null cells, ATP luminescence, 24 h, 32C; Potency, µM (doses to about 46.1 µM), without a hit: top-dose activity change, negative = cytotoxicity, actives largely listed as cytotoxic; 55,000 tested, 0.62% active; AID 903;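 further: potency means the concentration at half of the fitted maximal effect; 0% = DMSO only and -100% = full killing by 100 µM tamoxifen; nearly all actives have a fitted effect of over 55% in size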
#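 H1299-neo, 600 cells/well; overnight 37C; cpd up to 46 uM, 24 h at 32C; ATPlite luminescence after 20 min RT; normalized to DMSO (0%) and tamoxifen 100 uM (100% kill); Hill-fit AC50.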
# Starred values were filed as active, the others as inactive; ? = inconclusive; [ ] = remark or other dose. The call rests on the fitted dose curve; in most records, active means well fitted curve in the direction sought with a large enough effect; inconclusive means small, poorly fitted or top-dose-only effect, or another doubt; inactive means no such curve, though single readings can be large; an effect the other way counts as inactive or inconclusive. These rows are one share of the data; count on the stated rates, not on these rows.
# Values run as follows: TSG101-PTAP inh	p53null 32C kill	p53null 39C kill	GALK inh	FH mod	B2AR arrestin ag	NTMT1 inh
> Brc1ccc2c(c1)NC(c1cccnc1)=NC(c1ccccc1)=N2
 : 0%	18%	-15%	2%	-14%	-2%	1%
> COc1cccc(CNC(=O)C2CCN(C(=O)c3sccc3-n3cccc3)CC2)c1
 : -2%	-3%	-3%	-3%	2%	0%	-12%
> COc1ccc(-c2nc(CN3CCC(C(=O)NCCCOC(C)C)CC3)c(C)o2)cc1OC
 : -2%	-9%	-4%	1%	1%	-2%	-5%
> Cc1ccc(-c2nnn3c2nc(N2CCC(C)CC2)c2ccccc23)cc1
 : -6%	-10%	-16%	-3%	-4%	1%	10%
> CC(=O)c1cccc(NC(=O)c2ccc(-n3c(C)nnc3C)cc2)c1
 : -4%	2%	14%	1%	4%	-1%	-11%
> COc1ccc(S(=O)(=O)n2nc(C)c(S(=O)(=O)N3CCC(C)CC3)c2C)cc1C
 : -5%	-7%	-12%	0%	-1%	-1%	3%
> COc1ccc(S(=O)(=O)N2CCC(Oc3ccc(-n4cnnn4)cc3)CC2)cc1
 : -1%	-10%	-6%	6%	-17%	-2%	2%
> COc1ccc(OC)c(NC(=O)N2CC3CCCN3c3ccccc32)c1 (configuration not stated)
 : 7%	-6%	5%	1%	?	0%	-2%
> O=C(Cn1cnc2onc(-c3ccc(F)cc3)c2c1=O)N1CCN(c2ccc(F)cc2)CC1
 : -4%	20%	-1%	-1%	-12%	-1%	-1%
> CC(C)c1nc2ccc(C(=O)Nc3ccccc3F)cc2o1
 : 0%	-8%	-16%	0%	?	0%	-5%
> Cc1ccc(-n2nnc(C(=O)Nc3cc(F)ccc3F)c2C)cc1F
 : 4%	14%	11%	3%	-17%	-1%	25%
> Cc1nc2sc(C)c(C)n2c(=O)c1S(=O)(=O)N1CCN(c2ccccc2F)CC1
 : -2%	-11%	?	0%	-5%	2%	-3%
> Cc1ccc2occ(CC(=O)Nc3ccc(S(=O)(=O)N4CCC(C)CC4)cc3)c2c1
 : -2%	17%	14%	-11%	?	-1%	-5%
> O=C(Cn1c(=O)nc(-c2ccccc2F)c2cc(Cl)ccc21)NCCCc1ccccc1
 : -8%	-7%	?	5%	-10%	-2%	13%
> CCOc1ccc(-c2cc(C(=O)NCCc3ccc(Cl)cc3)c3ccccc3n2)cc1
 : -1%	?	-11%	1%	2%	-1%	11%
> COC(=O)c1ccccc1NC(=O)c1cn2c3c(ccc(Cl)c3c1=O)OC(C)C2 (configuration not stated)
 : -7%	-4%	1%	2%	-2%	0%	14%
> CCNC(=O)c1cnc2sc(N3CCCCCC3)nn2c1=O
 : -2%	3%	?	5%	-5%	0%	14%
> COc1ccc(N(CC(=O)NCCc2ccccc2)S(=O)(=O)c2ccccc2)c(OC)c1
 : -1%	15%	13%	-1%	-14%	1%	1%
> NC(=O)c1c(NC(=O)c2nc(SCc3ccccc3F)ncc2Cl)sc2c1CCCC2
 : 7%	-3%	22%	-3%	9%	0%	2%
> O=C(NCc1ccccc1Cl)C(=O)NCC(c1ccc2c(c1)OCO2)N1CCOCC1 (configuration not stated)
 : 6%	-3%	12%	2%	0%	0%	-10%
> CC(=O)c1cccc(NC(=O)c2c(N3CCCC3=O)c3cc(F)ccc3n2C)c1
 : 0%	-7%	-4%	0%	-6%	0%	-11%
> CCOc1ccc(NS(=O)(=O)c2ccc3[nH]cc(C(=O)N4CCCC4)c(=O)c3c2)cc1
 : -3%	3%	-8%	-2%	2%	0%	-15%
> Cc1cccc(NC(=O)CSc2nnc(CNC(=O)c3cccc(C)c3)n2-c2ccccc2)c1
 : -4%	-2%	-5%	8%	-15%	1%	?
> Cc1ccc(C)c(NC(=O)c2ccc(=O)n(Cc3ccc(F)cc3)c2)c1
 : 2%	5%	8%	3%	3%	0%	18%
> CCOc1ccccc1CNC(=O)Cn1c(=O)c2cccn2c2ccc(F)cc21
 : -1%	-2%	1%	-10%	-10%	-1%	-7%
> CC1CCc2c(sc(NC(=O)c3ccccc3)c2C(=O)Nc2ccccc2)C1 (configuration not stated)
 : 4%	2%	4%	-1%	-14%	0%	9%
> CCOCCCNC(=O)c1cn(CC)c2ccc(S(=O)(=O)N3CCc4ccccc4C3)cc2c1=O
 : -7%	10%	13%	8%	-27%	0%	-3%
> COC(=O)c1ccc2c(=O)n(CCCCCC(=O)NCc3ccc(OC)cc3)c(=O)[nH]c2c1
 : -1%	4%	13%	0%	-20%	-1%	4%
> Cc1ccc(CCNC(=O)c2cc3n(n2)CCCN(Cc2ccc(C)cc2)C3=O)cc1
 : -6%	-6%	2%	-3%	6%	0%	5%
> CCc1ccc(-c2cn3c(n2)sc2cc(C(=O)NCC(C)c4ccccc4)ccc23)cc1 (configuration not stated)
 : -7%	0%	-15%	1%	-2%	0%	23%

# Laid out differently: 4 of the compounds above
structure,TSG101-PTAP inh,p53null 32C kill,p53null 39C kill,GALK inh,FH mod,B2AR arrestin ag,NTMT1 inh
CCOCCCNC(=O)c1cn(CC)c2ccc(S(=O)(=O)N3CCc4ccccc4C3)cc2c1=O,-7%,10%,13%,8%,-27%,0%,-3%
COC(=O)c1ccc2c(=O)n(CCCCCC(=O)NCc3ccc(OC)cc3)c(=O)[nH]c2c1,-1%,4%,13%,0%,-20%,-1%,4%
Cc1ccc(CCNC(=O)c2cc3n(n2)CCCN(Cc2ccc(C)cc2)C3=O)cc1,-6%,-6%,2%,-3%,6%,0%,5%
CCc1ccc(-c2cn3c(n2)sc2cc(C(=O)NCC(C)c4ccccc4)ccc23)cc1 (configuration not stated),-7%,0%,-15%,1%,-2%,0%,23%

# (cont.)
# Values run as follows: TSG101-PTAP inh	p53null 32C kill	p53null 39C kill	GALK inh	FH mod	B2AR arrestin ag	NTMT1 inh
> CSc1cccc(NC(=O)C2CCN(c3ncnc4c3nc3n4CCCCC3)CC2)c1
 : 3%	-6%	-4%	2%	?	-1%	7%
> COc1ccc(NC(=O)c2oc3ccc(S(=O)(=O)N4CCCCC4)cc3c2C)cc1Cl
 : 0%	-10%	15%	3%	-15%	-1%	33%[activator]
> Cc1ccc(N2CCN(c3nc4ccc(C(=O)c5ccccc5)cc4n4cnnc34)CC2)c(C)c1
 : 4%	2%	-2%	3%	-7%	-1%	15%
> CCOc1ccccc1-c1noc(CSc2nnc(-c3ccccc3)n2-c2ccc(OC)cc2)n1
 : -7%	1%	-13%	-12%	-2%	0%	?
> CC1CCN(S(=O)(=O)c2ccc3c(c2)oc(=O)n3CC(=O)O)CC1
 : 1%	-3%	18%	3%	0%	-1%	3%
> CCOC(=O)c1cc2c(=O)n3ccccc3nc2n(CC(C)C)c1=NC(=O)COc1ccc(Cl)cc1
 : 0%	-2%	-8%	6%	-6%	1%	1%
> CC(=O)c1ccc(NC(=O)CN2C(=O)c3cccnc3Sc3ccccc32)cc1
 : 2%	-11%	8%	3%	-31%	0%	4%
> O=C(Nc1ccc(Cl)cc1)c1ccc2c(c1)N(Cc1ccccc1)C(=O)c1ccccc1S2(=O)=O
 : 4%	2%	5%	6%	-27%	1%	18%
> COc1ccc(NC(=O)Cn2c(=O)n(-c3ccc(OC)cc3)c(=O)c3sc4ccccc4c32)cc1
 : 9%	-3%	-15%	7%	-11%	1%	2%
> COc1ccc(C(=O)NCC(c2cccs2)S(=O)(=O)c2cccs2)cc1 (configuration not stated)
 : -9%	2%	4%	-1%	-1%	0%	1%
> CN(Cc1ccccc1)S(=O)(=O)c1nnc(NC(=O)c2cccc(Cl)c2)s1
 : 6%	-12%	-18%	0%	-16%	1%	12%
> CC(Oc1ccccc1F)C(=O)NCC1(N2CCOCC2)CCCCC1 (configuration not stated)
 : 5%	0%	-5%	0%	-10%	-5%	9%
> COc1cc(-c2ccno2)ccc1S(=O)(=O)N1CCN(c2ccc(C(C)=O)cc2)CC1
 : 3%	-8%	16%	-5%	-18%	5%	-6%
> Cc1cc(C)c(NC(=O)Cn2c(=O)n(CCC(=O)N3CCc4ccccc4C3)c(=O)c3ccccc32)c(C)c1
 : 0%	3%	?	2%	-13%	1%	-2%
> Cc1nn(S(=O)(=O)c2ccc(C(C)(C)C)cc2)c(C)c1S(=O)(=O)N1CCCCCC1
 : -6%	1%	-6%	-5%	1%	0%	10%
> CCCCC(Sc1nc2cc3c(cc2c(=O)n1CCCC(=O)NCc1ccc(OC)cc1)OCO3)C(=O)OCC (configuration not stated)
 : 0%	8%	11%	4%	-25%	-4%	-3%
> CCCc1cc(=O)n2[nH]c(NC(=O)c3ccc(C(C)(C)C)cc3)nc2n1
 : -6%	-4%	-12%	-7%	6%	-1%	9%
> Cc1cccc(N2CCN(C(=O)c3ccc4c(c3)N(Cc3ccccc3)C(=O)c3ccccc3S4(=O)=O)CC2C)c1 (configuration not stated)
 : -4%	-6%	0%	-15%	-11%	1%	1%
> CCCn1c2ccccc2c2cnn(CC(=O)N3CCN(c4ccccc4F)CC3)c(=O)c21
 : -1%	-1%	-9%	0%	-12%	1%	5%
> O=C(NCc1ccccc1Cl)C1CCN(C(=O)N2CCOc3ccccc32)CC1
 : -6%	3%	-22%	4%	10%	0%	-1%
> COCCNC(=O)CSc1nc2cc3c(cc2c(=O)n1CCCC(=O)NCCc1ccc(OC)c(OC)c1)OCO3
 : -3%	-6%	12%	-1%	0%	-2%	0%
> O=C(Nc1ccc2oc(-c3ccc4ccccc4c3)nc2c1)c1cc(Br)ccc1Cl
 : -1%	-4%	-15%	?	-9%	0%	12%
> COc1ccc(Cc2nc3ccccc3n2Cc2ccccc2C)cc1
 : -4%	66%[activator]	?	0%	-13%	-3%	?
> Cc1oc2ncn(CC(C)C)c(=O)c2c1C(=O)NCCc1ccccc1
 : -6%	25%	2%	1%	2%	-1%	-9%
> CC(C)Oc1ccc(CNC(=O)c2cnc3sc(N4CCCCCC4)nn3c2=O)cc1
 : -6%	-10%	-25%	-1%	-1%	-1%	4%
> CCCn1cc(S(=O)(=O)c2cccc(Cl)c2)c(=O)c2cc(F)c(N3CCCC3)cc21
 : 1%	11%	-8%	-4%	-17%	3%	6%
> CC1CCN(S(=O)(=O)c2ccc3c(c2)c(=O)c(C(=O)NCc2ccc(Cl)cc2)cn3C)CC1
 : -4%	-2%	11%	-2%	-8%	1%	?
> O=C(CN1C(=O)C(c2ccc(F)cc2)=NC12CCCCCC2)Nc1ccccc1Cl
 : 3%	13%	16%	3%	-16%	-3%	2%
> Cc1cccc(Cn2c(SCc3ccc(C(=O)NC4CCCC4)cc3)nc3ccncc32)c1
 : -4%	20%	-16%	-13%	-9%	-1%	8%
> CCOC(=O)c1ccccc1NC(=O)CSc1ccc(-c2sc(-c3ccccc3)nc2C)nn1
 : -4%	2%	-10%	?	-13%	-1%	-13%
> CC(=O)c1[nH]c(C)c(C(=O)NCc2ccc(Cl)cc2)c1C
 : 0%	3%	13%	0%	6%	-1%	0%

# From PubChem BioAssay
